# SMARCA2 activ = SMARCA2 (BRM) function activators, primary screen, cell-based, luminescence, high throughput; activation, % at 9.1 µM; actives 1% (n = 370,000); AID 652017, 2013; MG213 cells, MMTV-luciferase reporter, dexamethasone, overnight; in the data active = activation above about 7.8%;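 also: 0% = vehicle wells and 100% = reference activator wells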
# PLCb3 inh = human PLC-beta3 inhibitors, primary screen, biochemical, fluorescence; 1-phosphatidylinositol 4,5-bisphosphate phosphodiesterase beta-3 (Homo sapiens), Q01970; Purified PLC-beta3, fluorogenic substrate; inhibition, % at 12.2 µM; actives 0.18% (n = 370,000); AID 720704, 2013; in the data active = inhibition above about 11%;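 also: 0% = median of compound wells on plate and 100% = full blocker control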
# Target sequence (Q01970 whole entry, looked up): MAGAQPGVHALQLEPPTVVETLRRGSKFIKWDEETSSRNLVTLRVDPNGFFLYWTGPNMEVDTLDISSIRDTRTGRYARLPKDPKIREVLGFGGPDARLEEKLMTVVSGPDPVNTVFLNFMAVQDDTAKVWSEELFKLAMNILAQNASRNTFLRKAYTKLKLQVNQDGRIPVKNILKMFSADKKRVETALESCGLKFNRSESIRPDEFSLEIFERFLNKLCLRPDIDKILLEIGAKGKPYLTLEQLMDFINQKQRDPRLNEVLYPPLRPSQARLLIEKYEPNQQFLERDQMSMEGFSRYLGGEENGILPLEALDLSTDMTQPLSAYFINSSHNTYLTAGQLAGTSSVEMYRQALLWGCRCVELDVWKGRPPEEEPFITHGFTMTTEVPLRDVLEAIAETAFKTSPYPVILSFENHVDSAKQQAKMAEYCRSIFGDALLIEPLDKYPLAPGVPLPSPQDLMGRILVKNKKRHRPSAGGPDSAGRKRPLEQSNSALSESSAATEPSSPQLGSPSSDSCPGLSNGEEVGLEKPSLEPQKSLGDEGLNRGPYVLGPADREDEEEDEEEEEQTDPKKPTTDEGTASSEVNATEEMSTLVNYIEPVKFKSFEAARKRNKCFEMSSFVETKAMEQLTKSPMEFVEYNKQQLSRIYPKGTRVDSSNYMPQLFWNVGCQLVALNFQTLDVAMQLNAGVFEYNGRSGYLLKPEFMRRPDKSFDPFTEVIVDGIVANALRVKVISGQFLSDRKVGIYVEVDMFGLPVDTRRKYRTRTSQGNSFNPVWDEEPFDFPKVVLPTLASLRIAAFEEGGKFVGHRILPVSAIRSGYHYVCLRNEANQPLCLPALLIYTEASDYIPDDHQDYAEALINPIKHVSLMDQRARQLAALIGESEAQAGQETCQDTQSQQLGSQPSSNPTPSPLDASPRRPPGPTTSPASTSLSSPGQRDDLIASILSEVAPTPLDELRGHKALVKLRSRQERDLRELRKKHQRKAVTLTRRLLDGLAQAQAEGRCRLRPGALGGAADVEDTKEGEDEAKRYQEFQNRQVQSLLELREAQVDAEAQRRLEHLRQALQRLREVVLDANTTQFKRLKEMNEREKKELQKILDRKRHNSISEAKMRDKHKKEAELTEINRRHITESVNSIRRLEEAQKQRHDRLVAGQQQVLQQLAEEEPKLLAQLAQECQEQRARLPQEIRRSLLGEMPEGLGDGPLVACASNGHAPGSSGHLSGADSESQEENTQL
# hcDAF-12 act = H. contortus DAF-12 nuclear receptor activators, primary screen, cell-based, luminescence, HEK293, lit1-tk-luc reporter. activation, % at 6.8 µM. actives 1.4% (n = 370,000). HEK293 hcDAF-12 lit1-tk-luc reporter; 0% DMSO, 100% Δ7-dafachronic acid;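 active = activation above the mean of all tested compounds plus 3 SD, cut at about 5.5% in these data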;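 also: 100% = response to 3 µM Δ7-dafachronic acid high control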
# Rev-erbA mod = modulators of Rev-erb alpha DNA binding, primary screen, biochemical, FITC-DNA, fluorescence polarization, uHTS. activity, % at 10 µM. Rev-erbα–FITC-DNA binding, 90 min. actives 0.79% (n = 370,000). Nuclear receptor subfamily 1 group D member 1 (Homo sapiens), P20393;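 active = activity above about 14%, limit read from the data; passing the limit was not always enough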;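 also: 0% = DMSO wells with 35 nM protein and 100% = DMSO wells with 750 nM protein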
# hgDAF-12 ag = H. glycines DAF-12 receptor agonists, primary screen, cell-based, luminescence, HEK293, GAL4 fusion, UAS-luciferase; activation, % at 6.8 µM; HEK293 GAL4-hgDAF12 UAS-luciferase reporter, agonist luminescence; normalized to butyrate control; Nuclear hormone receptor DAF-12 (Heterodera glycines), GAL4 fusion; actives 1.8% (n = 370,000); AID 687014, 2013;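 active = activation above a cutoff set at the mean of all screened compounds plus 3 SD, cut at about 10% in these data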;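 also: 0% = DMSO wells and 100% = sodium butyrate wells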
# ssDAF-12 act = S. stercoralis DAF-12 nuclear receptor activators, primary screen, cell-based, luminescence, HEK293, GRIP1 co-expression, lit1-tk-luc. Nuclear hormone receptor DAF-12 (Strongyloides stercoralis). activation, % at 6.8 µM. AID 652126, 2013. actives 1% (n = 370,000). HEK293 ssDAF-12/GRIP1 lit1-tk-luc reporter; % of 3 µM dafachronic acid response;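 active = activation above the mean over all tested compounds plus 3 SD, cut at about 0.9% in these data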;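 also: 0% = DMSO-only wells and 100% = 3 µM delta7-dafachronic acid wells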
# DAX1 inh-1 = DAX1 (NR0B1) inhibitors on StAR promoter, primary screen, cell-based, luminescence, SF-1 (NR5A1), full-length DAX-1; actives 1.1% (n = 370,000); AID 652010, 2013; HEK293T StAR-luciferase reporter, SF-1/DAX-1 repression relief; inhibition, % at 6.8 µM;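 active = inhibition above the mean over all tested compounds plus 3 SD, cut at about 3.6% in these data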;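 also: 0% = DAX-1 cells with DMSO and 100% = cells lacking DAX-1 with DMSO; higher inhibition means more luminescence from relief of DAX-1 repression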
# MBD2 DNA inh = inhibitors of MBD2 binding to methylated DNA, primary screen, biochemical, TR-FRET, DNA-binding domain, human | Methyl-CpG-binding domain protein 2 (Homo sapiens), Q9UBB5 | MBD2 binding to methylated oligonucleotide | inhibition, % at 4.4 µM | actives 0.31% (n = 370,000); in the data active = inhibition above about 13%
# PLC-gamma1 inh = PLC-gamma1 enzyme inhibitors, primary screen, biochemical, fluorescence, purified enzyme | 1-phosphatidylinositol 4,5-bisphosphate phosphodiesterase gamma-1 (Homo sapiens), P19174 | fluorogenic substrate | inhibition, % at 12.2 µM | actives 0.84% (n = 370,000) | AID 720700, 2013; in the data active = inhibition above about 9.5%
# ADAM17 inh = ADAM17 inhibitors, primary screen, biochemical, QFRET. Disintegrin and metalloproteinase domain-containing protein 17 (Homo sapiens), P78536. actives 0.83% (n = 370,000). recombinant ADAM17, EDANS/DABCYL FRET peptide cleavage. inhibition, % at 6.95 µM;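 active = inhibition above the mean of compounds lying between control limits plus 3 SD, set per campaign, cut at about 8.5% in these data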;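 also: 0% = DMSO-only wells as the low control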
# DAX1 inh-2 = DAX1 (NR0B1) inhibitors, primary screen, cell-based, HEK293, Gal4-DAX1, luciferase luminescence | Nuclear receptor subfamily 0 group B member 1 (Homo sapiens), P51843 | HEK293 Gal4-DAX1 luciferase reporter | inhibition, % at 6.75 µM | actives 0.99% (n = 340,000) | AID 504766, 2011;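 active = inhibition above the mean over all tested compounds plus 3 SD, cut at about 4.2% in these data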;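 also: 0% = DAX1-transfected cells with DMSO and 100% = empty-vector control cells with DMSO; inhibition shows as a rise in luminescence from relieved DAX1 repression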
# The depositor's hits bear a star; / = no result given.
SMILES,SMARCA2 activ,PLCb3 inh,hcDAF-12 act,Rev-erbA mod,hgDAF-12 ag,ssDAF-12 act,DAX1 inh-1,MBD2 DNA inh,PLC-gamma1 inh,ADAM17 inh,DAX1 inh-2
CN(c1ccccc1C(=O)Nc1ccc(F)c(F)c1)S(C)(=O)=O,1,1,-2.0,-3,-2.1,-1.6,-0.5,-6,2,3,-0.3
C=CCOc1cccc(C2/C(=C(/O)c3ccc(Cl)cc3)C(=O)C(=O)N2CCN2CCOCC2)c1 (stereo not given),-2,-7,-0.6,-7,-2.4,-1.1,0.5,-4,-6,-4,-1.0
COc1ccc2cc3c(N)c(C(=O)NCc4ccco4)sc3nc2c1,5,-224,-0.1,-1,4.9,-0.8,1.3,0,-193,-32,-1.0
OCC[C@@H]1C[C@H](O)[C@@H](O)[C@@]2(OCCCc3ccccc32)O1,0,2,-1.0,-1,-0.8,-0.9,0.2,-6,1,-2,1.9
COc1ccc(S(=O)(=O)N2CCN(C(c3ccccc3)c3ccccc3)CC2)cc1NC(C)=O,0,-6,-0.9,-4,-1.3,-1.4,0.4,-2,0,-2,0.8
CN(C)c1ccc(/C=C2/C=C(c3ccc4c(c3)CCCC4)OC2=O)cc1,2,-12,-1.3,25*,-2.9,-0.9,0.6,2,2,-2,0.6
CCN1CCN(Cc2ccc(NC(=O)Nc3ccc(OC)cc3)cc2)CC1,5,4,-0.3,-2,9.3,-0.8,-0.4,-2,3,0,4.3*
Cc1ccc(SCCNC(=O)CN2C(=O)c3ccccc3S2(=O)=O)cc1,1,-3,-2.4,-3,2.1,-1.3,-0.1,2,-1,-3,-0.1
COc1cc(NC(=O)CS(=O)(=O)c2ccc(C)cc2)cc(OC)c1OC,-1,1,-1.2,3,-0.7,-1.4,-0.5,8,0,-5,1.2
O=[N+]([O-])c1cccc(/C=N/Nc2nc(N3CCOCC3)nc(N3CCOCC3)n2)c1,-2,2,-1.2,2,3.7,0.6,-0.1,2,0,-2,-0.1
CCS(=O)(=O)c1ccc2oc(SCC(=O)NCCc3ccc(OC)cc3)nc2c1,-2,2,-1.9,3,-2.5,-1.4,0.3,0,-2,-2,-1.0
CC(C)(C)NCc1cc2ccccc2[nH]c1=O,0,-1,-0.4,1,-2.2,-0.6,-0.4,-6,-1,-5,0.4
CCOC(=O)c1cc(-c2cccs2)[nH]n1,-1,-9,-0.6,-2,0.4,-1.2,0.0,5,-4,-10,-1.6
S=C(Nc1ccccc1Cl)NC1CCN(Cc2ccccc2)CC1,-2,3,-1.4,6,-5.1,-1.5,-0.2,-4,3,0,-2.0
O=[N+]([O-])c1ccccc1C=Nn1c(-c2cc(-c3ccccc3)n[nH]2)n[nH]c1=S,-6,-10,-4.5,5,0.8,-0.6,0.4,0,-6,-3,/
CCc1cc2c3c(c1)C(C)CC(C)(C)N3C(=O)/C2=C1\SC(=O)NC1=O (stereo not given),-2,1,0.4,-3,2.1,-1.4,0.0,4,-1,-4,/
CN(C)N=C1c2cc(S(=O)(=O)N3CCOCC3)ccc2-c2ccc(S(=O)(=O)N3CCOCC3)cc21,-4,2,-1.5,9,-1.1,-0.2,0.3,0,-1,-1,1.8
COc1ccc(C(C)=O)cc1CSc1ccccn1,-1,-2,-1.1,-5,-0.9,-0.8,-0.3,2,3,1,-0.6
CC(Cc1ccccn1)NC(=O)c1ccc(OC2CCN(Cc3ccccn3)CC2)cc1 (stereo not given),-2,-7,3.4,-2,3.6,-1.0,0.8,1,0,0,0.4
O=c1cc(CO)oc(C(Nc2cccc([N+](=O)[O-])c2)c2ccccn2)c1O (stereo not given),0,-18,-2.8,6,1.3,-1.2,0.2,-7,-13,-2,-0.3
Cc1nc2cc(C(=O)NCCN3CCOCC3)ccc2n1-c1ccc(F)cc1F,1,0,-0.3,-6,-1.2,-0.7,0.1,3,2,-3,-1.1
O=C(Nc1nc2ccccc2c(=O)[nH]1)c1ccccc1SCc1ccccc1,-2,2,0.0,-9,-0.9,-1.0,0.1,-2,0,-1,2.0
COc1ccc(C2=C3C(=O)OCC3Cc3ncn(Cc4ccccc4)c32)cc1 (stereo not given),-1,-7,-1.4,5,-2.8,-1.6,-0.1,1,-10,-7,0.3
COc1ccc(CCNC(=S)Nc2ccc(C(C)C)cc2)cc1,-2,-10,-1.3,1,1.9,-1.5,0.1,0,-2,2,3.3
Cn1c(=O)n(CC(=O)O)c(=O)c2c1nc1n2CCCN1Cc1ccccc1,-2,-2,-1.5,4,-2.4,-1.2,0.0,4,2,2,0.0
COc1ccc(N2CCN(C(=O)COC(=O)[C@@H](NC(=O)c3c(F)cccc3F)C(C)C)CC2)cc1,-5,-9,-1.9,-5,1.5,-1.4,0.7,0,0,7,-0.4
COc1cccc(CNCc2ccco2)c1O,-3,-2,-0.1,-4,1.9,-1.1,0.2,-4,-10,-6,-1.5
Cc1onc(-c2c(Cl)cccc2Cl)c1NC(=O)NC1CCSC1 (stereo not given),1,-5,-2.2,3,-3.9,-0.6,-0.7,1,0,-1,/
CCCC(=O)NC(C)C(c1cccs1)N1CCN(C)CC1 (stereo not given),-3,3,-0.2,-6,3.8,-1.8,0.3,-2,1,-3,-1.1
COc1ccc(NS(=O)(=O)c2ccc(-c3coc(C)n3)cc2)c(OC)c1,-3,-7,-3.0,1,-2.8,-1.3,-4.8,-2,1,3,-0.6
O=C(Nc1ccc(NC(=O)c2cccs2)cc1)c1ccc2ccccc2c1,0,-2,-2.9,3,0.9,-1.1,0.0,-3,-2,3,-2.2
CCCC(C(=O)NCCC(C)C)N(Cc1ccccc1)C(=O)c1snc(C(N)=O)c1N (stereo not given),-4,-69,-1.8,6,-2.4,-1.0,-0.4,4,-55,-46,1.5
CC1CC(C)(C)NC(=S)N1CCCC(=O)NCCc1ccc(Cl)cc1 (stereo not given),-2,-4,-1.4,0,-0.5,-1.2,0.8,-3,-1,1,-0.7
O=C(Nc1nc(COc2ccccc2)cs1)c1ccccc1F,-2,-8,-3.8,-1,-1.2,-1.8,-0.8,-5,-6,1,-0.8
O=c1oc2ccccc2c2c1nnn2CCO,0,-5,0.4,-2,0.6,-1.4,0.1,1,3,1,0.6
O=C(CN1C(=O)NC2(CCCC2)C1=O)OCc1ccc(F)cc1,5,1,-0.5,0,-1.7,-0.6,1.0,-6,1,0,2.0

# Rewritten field by field: four of the compounds above
Cn1c(=O)n(CC(=O)O)c(=O)c2c1nc1n2CCCN1Cc1ccccc1
  SMARCA2 activ = -2
  PLCb3 inh = -2
  hcDAF-12 act = -1.5
  Rev-erbA mod = 4
  hgDAF-12 ag = -2.4
  ssDAF-12 act = -1.2
  DAX1 inh-1 = 0.0
  MBD2 DNA inh = 4
  PLC-gamma1 inh = 2
  ADAM17 inh = 2
  DAX1 inh-2 = 0.0
COc1ccc(N2CCN(C(=O)COC(=O)[C@@H](NC(=O)c3c(F)cccc3F)C(C)C)CC2)cc1
  SMARCA2 activ = -5
  PLCb3 inh = -9
  hcDAF-12 act = -1.9
  Rev-erbA mod = -5
  hgDAF-12 ag = 1.5
  ssDAF-12 act = -1.4
  DAX1 inh-1 = 0.7
  MBD2 DNA inh = 0
  PLC-gamma1 inh = 0
  ADAM17 inh = 7
  DAX1 inh-2 = -0.4
COc1cccc(CNCc2ccco2)c1O
  SMARCA2 activ = -3
  PLCb3 inh = -2
  hcDAF-12 act = -0.1
  Rev-erbA mod = -4
  hgDAF-12 ag = 1.9
  ssDAF-12 act = -1.1
  DAX1 inh-1 = 0.2
  MBD2 DNA inh = -4
  PLC-gamma1 inh = -10
  ADAM17 inh = -6
  DAX1 inh-2 = -1.5
Cc1onc(-c2c(Cl)cccc2Cl)c1NC(=O)NC1CCSC1 (stereo not given)
  SMARCA2 activ = 1
  PLCb3 inh = -5
  hcDAF-12 act = -2.2
  Rev-erbA mod = 3
  hgDAF-12 ag = -3.9
  ssDAF-12 act = -0.6
  DAX1 inh-1 = -0.7
  MBD2 DNA inh = 1
  PLC-gamma1 inh = 0
  ADAM17 inh = -1
  DAX1 inh-2 = /

# Further results follow:
SMILES,SMARCA2 activ,PLCb3 inh,hcDAF-12 act,Rev-erbA mod,hgDAF-12 ag,ssDAF-12 act,DAX1 inh-1,MBD2 DNA inh,PLC-gamma1 inh,ADAM17 inh,DAX1 inh-2
COc1cccc(CN(C)C(=O)COc2ccc(C(=O)c3ccc(Cl)cc3)cc2)c1OC,-3,-6,-1.1,0,1.1,-1.0,0.3,3,0,6,-0.8
CC(C)N(C(=O)[C@H]1C[C@H](CC(=O)NCCCN(C)C)C(=O)N2CCc3c([nH]c4cc(CCC(=O)N(C)C)ccc34)[C@]12C)C(C)C,6,1,2.4,-2,4.2,-0.2,0.3,5,-1,1,-1.0
CCCC(=O)NC(c1ccc(OC)cc1)c1ccc2cccnc2c1O (stereo not given),-4,-31,-2.9,3,-9.7,-1.5,-3.7,1,-17,4,-3.7
COc1cccc(NC(=O)Nc2cccn(Cc3ccc(C)cc3)c2=O)c1,-3,-1,0.8,4,-1.0,-1.6,-0.6,0,2,-1,-0.6
O=C(NC1CCCCC1)N(CCO)Cc1cc2cc3c(cc2[nH]c1=O)OCCO3,3,-64,-0.7,2,-1.2,-1.5,-0.7,-2,-47,-140,2.1
O=C(/C=C/c1ccco1)NC(=S)Nc1cccc(C(=O)O)c1,8.4*,-12,-0.1,0,2.2,-0.8,0.3,17*,19*,-2,-1.0
CC1CCCN(C2(O)C(=O)Nc3ccc([N+](=O)[O-])cc32)C1 (stereo not given),-2,1,-1.9,6,-2.6,-1.4,-0.6,-2,7,-2,-0.3
COc1ccc(-c2nnn(CC(=O)N(CC(=O)NC3CCCC3)Cc3ccco3)n2)cc1OC,-3,-7,-1.0,-6,1.1,-1.8,-0.5,4,3,-11,-0.2
Cc1ccccc1-c1nc(CS(=O)(=O)CC(=O)NCc2ccc(F)cc2)c(C)o1,4,3,0.6,5,1.9,-0.9,0.4,1,6,3,0.2
O=C(COC(=O)/C=C/c1ccc(Cl)cc1)NC1CCS(=O)(=O)C1 (stereo not given),2,4,-0.2,-1,1.9,-1.4,0.7,-2,0,-5,0.5
O=C(NCCN1CCOCC1)c1cn(CCc2ccccc2)nn1,-3,1,0.2,8,1.1,-1.0,0.5,-4,4,3,-1.2

# Assay outcomes: PubChem BioAssay, several laboratories
